# Screening data: PubChem BioAssay, The Scripps Research Institute Molecular Screening Center
# PLC-gamma1 inh: PLC-gamma1 enzyme inhibitors, primary screen, biochemical, fluorescence, purified enzyme; fluorogenic substrate; 370,000 tested, 0.84% active; 1-phosphatidylinositol 4,5-bisphosphate phosphodiesterase gamma-1 (Homo sapiens), P19174; inhibition, % at 12.2 µM; in the data active means inhibition above about 9.5%
# SIAE primary: human SIAE inhibitors, primary screen, biochemical, fluorescence polarization, FP-Rh probe, 1536-well HTS; Sialate O-acetylesterase (Homo sapiens), Q9HAT2; SIAE FP-Rh probe binding; inhibition, % at 9.66 µM; 370,000 tested, 0.69% active;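 active means inhibition above a cutoff: mean of compounds within the control limits plus 3 SD of those, cut at about 17% in these data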;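 further: 0% = plate median of compound wells and 100% = probe without SIAE protein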
# TDP2 inh: human TDP2 enzyme inhibitors, primary screen, biochemical, epi absorbance, recombinant enzyme. T5PNP hydrolysis, p-nitrophenol absorbance 415 nm. 370,000 tested, 0.34% active. Tyrosyl-DNA phosphodiesterase 2 (Homo sapiens), O95551. inhibition, % at 12.8 µM;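 active means inhibition above the mean of all tested compounds plus 3 SD, set per campaign, cut at about 25% in these data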;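 further: 0% = DMSO with enzyme and 100% = buffer with substrate but no TDP2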
#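 Assay system: Recombinant human TDP2 | Quantity: 120 nM TDP2 per well | Incubation: 2 h at 37 °C | Signal: Epi absorbance | Evaluation: Percent inhibition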
# ADAM17 inh: ADAM17 inhibitors, primary screen, biochemical, QFRET; Disintegrin and metalloproteinase domain-containing protein 17 (Homo sapiens), P78536; 370,000 tested, 0.83% active; AID 720648, 2013; recombinant ADAM17, EDANS/DABCYL FRET peptide cleavage; inhibition, % at 6.95 µM;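 active means inhibition above the mean of compounds lying between control limits plus 3 SD, set per campaign, cut at about 8.5% in these data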;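 further: 0% = DMSO-only wells as the low control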
# ASAP1 GAP inh: inhibitors of human ASAP1 ArfGAP activity, primary screen, biochemical, fluorescence polarization; AID 624377, 2012; 360,000 tested, 0.19% active; ASAP1-stimulated ARF1 GTP hydrolysis, GDP FP detection; inhibition, % at 16.5 µM; in the data active means inhibition above about 25%;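 further: 0% = vehicle with enzyme and substrate and 100% = no enzyme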
# Target sequence (Q9ULH1 325-724 limits assumed): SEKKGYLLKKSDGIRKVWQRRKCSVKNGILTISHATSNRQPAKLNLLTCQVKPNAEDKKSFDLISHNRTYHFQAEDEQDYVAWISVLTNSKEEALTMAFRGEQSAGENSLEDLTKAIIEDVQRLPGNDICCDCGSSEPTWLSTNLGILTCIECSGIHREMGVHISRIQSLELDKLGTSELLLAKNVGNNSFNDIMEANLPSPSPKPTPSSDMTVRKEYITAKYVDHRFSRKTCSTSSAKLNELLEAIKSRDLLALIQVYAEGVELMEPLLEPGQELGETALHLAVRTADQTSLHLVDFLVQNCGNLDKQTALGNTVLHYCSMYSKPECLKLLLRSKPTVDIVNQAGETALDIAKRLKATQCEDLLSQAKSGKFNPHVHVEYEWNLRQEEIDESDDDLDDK
# PLC-beta3 inh: human PLC-beta3 inhibitors, primary screen, biochemical, fluorescence; 1-phosphatidylinositol 4,5-bisphosphate phosphodiesterase beta-3 (Homo sapiens), Q01970; inhibition, % at 12.2 µM; Purified PLC-beta3, fluorogenic substrate; 370,000 tested, 0.18% active; in the data active means inhibition above about 11%;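 further: 0% = median of compound wells on plate and 100% = full blocker control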
# Tn6 DDE FP: inhibitors of Tn6 peptide binding to fibrin DD(E), primary screen, biochemical, fluorescence polarization, human fibrin, Tn6 probe. Fibrinogen beta chain (Homo sapiens), P02675. Fibrin DD(E) TRITC-Tn6 fluorescence polarization displacement. inhibition, % at 8.3 µM. 370,000 tested, 0.21% active. AID 720509, 2013;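 active means inhibition above a per-campaign cutoff: mean of compounds within control limits plus 3 SD, cut at about 15% in these data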;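 further: 0% = median of all compound wells on the plate and 100% = blocking peptide control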
# Target sequence (P02675 whole entry, looked up): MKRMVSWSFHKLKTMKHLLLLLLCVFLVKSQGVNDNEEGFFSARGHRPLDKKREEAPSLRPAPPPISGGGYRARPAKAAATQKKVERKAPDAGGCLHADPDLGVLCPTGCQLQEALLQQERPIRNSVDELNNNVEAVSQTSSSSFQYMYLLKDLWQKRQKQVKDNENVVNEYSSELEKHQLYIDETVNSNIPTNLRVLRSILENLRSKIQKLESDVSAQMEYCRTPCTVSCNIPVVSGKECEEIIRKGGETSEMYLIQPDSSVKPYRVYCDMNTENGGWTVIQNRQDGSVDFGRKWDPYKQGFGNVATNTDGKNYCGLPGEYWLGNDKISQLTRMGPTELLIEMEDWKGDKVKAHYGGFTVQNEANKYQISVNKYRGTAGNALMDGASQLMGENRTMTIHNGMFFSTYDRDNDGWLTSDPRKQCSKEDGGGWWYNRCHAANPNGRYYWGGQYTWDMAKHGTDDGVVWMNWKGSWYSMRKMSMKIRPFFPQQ
# ARFGAP1 inhibitor: inhibitors of rat ARFGAP1 GAP activity, primary screen, biochemical, fluorescence polarization, GDP tracer. ADP-ribosylation factor GTPase-activating protein 1 (Rattus norvegicus), Q62848. Arfgap1-stimulated ARF1 GTP hydrolysis, GDP FP detection. inhibition, % at 16.5 µM. 360,000 tested, 0.26% active. AID 651572, 2012;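 active means inhibition above a per-plate limit, mean inhibition of low control wells plus 3 SD, cut at about 25% in these data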;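 further: 0% = DMSO wells with enzyme and 100% = wells lacking Arfgap1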
# Target sequence (Q62848 1-136 limits assumed): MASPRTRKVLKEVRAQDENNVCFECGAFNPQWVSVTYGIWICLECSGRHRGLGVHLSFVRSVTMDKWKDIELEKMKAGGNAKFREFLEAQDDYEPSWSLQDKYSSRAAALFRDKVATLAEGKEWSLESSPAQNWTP
#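 system = rat Arfgap1 catalytic domain, aa 1-136 | technique = FP, GDP Alexa 633 tracer displaced from anti-GDP antibody, 620/688 nm | compound = one concentration, 16.5 µM, DMSO 1.26% | medium = HEPES-based buffer, pH 7.5 | timing = compound-enzyme preincubation 20 min, reaction 120 min, detection 60 min, 25 °C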
# DDE Tn7 FP inh: inhibitors of Tn7 peptide binding to fibrin DD(E), primary screen, biochemical, fluorescence polarization, human fibrin, Tn7 probe. FP displacement of FITC-Tn7 peptide from fibrin DD(E); 0% = median of compound wells per plate. 370,000 tested, 0.13% active. Fibrinogen beta chain (Homo sapiens), P02675. inhibition, % at 8.3 µM;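 active means inhibition above the mean of compounds falling within the control limits plus 3 SD of them, cut at about 14% in these data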;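 further: 0% = plate median of compound wells and 100% = 10 µM Aha-Tn7 peptide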
#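 Assay system: Fibrin-DD(E) protein isolated from polymerized human fibrin clots; read-out basis: percent inhibition; medium: Tris/NaCl/CaCl2 buffer, pH 7.8; signal: FP measurement; incubation: 10 min plus 3 h, room temperature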
# ADAM10 inh: human ADAM10 inhibitors, primary screen, biochemical, QFRET, HTS | inhibition, % at 7 µM | Disintegrin and metalloproteinase domain-containing protein 10 (Homo sapiens), O14672 | 370,000 tested, 0.62% active | recombinant ADAM10, EDANS/DABCYL FRET peptide cleavage, 3 h;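 active means inhibition above a per-campaign cutoff equal to the mean of compounds falling between control-based bounds plus 3 SD, cut at about 20% in these data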;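 further: 0% = DMSO wells while the 100% control is not disclosed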
# * hit, by the source's call; i = inactive. A portion of the library (hit frequency here may not be typical).
molecule	PLC-gamma1 inh	SIAE primary	TDP2 inh	ADAM17 inh	ASAP1 GAP inh	PLC-beta3 inh	Tn6 DDE FP	ARFGAP1 inhibitor	DDE Tn7 FP inh	ADAM10 inh
CCOC(=O)c1cccc(-[n+]2c(-c3ccccc3)cc(-c3ccccc3)cc2-c2ccccc2)c1	-7	11	2	-8	-8	-11	2	-7	4	-19
CCCS(=O)(=O)N1CCCC(C(=O)N2CCC3(CC2)OCCO3)C1 (stereo not drawn)	0	-3	6	-4	-12	1	8	-6	0	-7
Cn1c(O)c(C=NCCCC(=O)O)c(=O)n(C)c1=O	8	8	-4	0	2	3	-11	-3	5	2
CCN(CC(=O)Nc1ccc(C#N)c(Cl)c1)CC(=O)NC(C)(C)C	2	-6	7	-3	2	-7	2	-9	-2	-5
CCCC[N+]12C3C[C@H](C4[C@H](O)[C@]5(C[C@@H]41)c1ccccc1N(C)[C@@H]35)[C@H](CC)[C@H]2O (stereo partly drawn)	0	4	2	-2	12	-4	-1	8	-2	0
CCCCn1c(O)c(C(C)=NCc2cccnc2)c(=O)[nH]c1=O	5	-2	-10	-2	6	-6	2	13	-3	-8
COC(=O)C1=CO[C@@H](C)[C@@H]2CN(CCc3c[nH]c4ccccc34)CC[C@H]12	2	4	-7	2	-7	3	4	11	2	-9
COc1cc(/C=C2/C(=O)NC(=O)N(c3ccccc3)C2=O)ccc1O	-2	9	7	3	-8	-5	-4	0	-4	-5
CCC1=C(C)C(N2CCOCC2)=NP(N2CCOCC2)(N2CCOCC2)=N1	2	1	-3	-3	-2	2	7	-2	0	-3
O=C1NC2C(=CC(O)C(O)C2O)c2cc3c(cc21)OCO3 (stereo not drawn)	0	-3	-14	-7	-10	-5	2	-6	1	-38
CCCCn1nnnc1C(CCSC)N1CCC(n2c(=O)[nH]c3ccccc32)CC1 (stereo not drawn)	2	0	-3	1	-9	-3	3	11	9	-6
COC(=O)C1C2c3ccccc3OC1(C)N=c1s/c(=C/c3cnn(C)c3)c(=O)n12 (stereo not drawn)	6	3	-10	2	-5	7	-3	-5	-3	8

# Compounds above with sulfur, in the order listed:
molecule	PLC-gamma1 inh	SIAE primary	TDP2 inh	ADAM17 inh	ASAP1 GAP inh	PLC-beta3 inh	Tn6 DDE FP	ARFGAP1 inhibitor	DDE Tn7 FP inh	ADAM10 inh
CCCS(=O)(=O)N1CCCC(C(=O)N2CCC3(CC2)OCCO3)C1 (stereo not drawn)	0	-3	6	-4	-12	1	8	-6	0	-7
CCCCn1nnnc1C(CCSC)N1CCC(n2c(=O)[nH]c3ccccc32)CC1 (stereo not drawn)	2	0	-3	1	-9	-3	3	11	9	-6
COC(=O)C1C2c3ccccc3OC1(C)N=c1s/c(=C/c3cnn(C)c3)c(=O)n12 (stereo not drawn)	6	3	-10	2	-5	7	-3	-5	-3	8

# (cont.)
molecule	PLC-gamma1 inh	SIAE primary	TDP2 inh	ADAM17 inh	ASAP1 GAP inh	PLC-beta3 inh	Tn6 DDE FP	ARFGAP1 inhibitor	DDE Tn7 FP inh	ADAM10 inh
Cc1cc(/C=C2\C(=O)NC(=O)N(c3cccc(F)c3)C2=O)c(C)n1-c1cc(C(=O)O)cc(C(=O)O)c1	-6	-8	0	-10	13	-21	-2	11	-3	-22
COC(=O)C1=C(c2cccc(OC)c2OC)C[C@@H]2CC[C@H]1N2C(=O)NCc1ccco1	0	1	-6	-1	-10	-1	9	-5	-2	-3
c1ccc2c(c1)OCC(C1=NCCN1)O2 (stereo not drawn)	0	-6	-6	-4	-15	0	7	10	-6	-8
N#CC(CCN1CCOCC1)(c1ccccc1)c1ccccc1	4	0	7	0	-5	-4	0	12	-2	1
Cc1ccc(C)c(NC(=O)CCNC(=O)N2C[C@H]3C[C@@H](C2)c2cccc(=O)n2C3)c1	1	0	3	-5	0	4	-7	-1	2	-14
COc1ccc(CNCCc2c[nH]c3ccccc23)cc1OC	5	6	7	2	12	-2	-2	9	-1	-6
Cc1cc(OC(C)C(=O)NCC(O)c2ccccc2)c2c3c(c(=O)oc2c1)CCC3 (stereo not drawn)	-122	-7	-3	-151	-11	-224	-4	1	6	-441
O=C(O)Cn1cc(/C=C2\C(=O)NC(=O)N(c3ccc(Cl)cc3)C2=O)c2ccccc21	-4	-74	6	-4	-7	-10	7	-8	2	-4
O=S(=O)(c1cccc(C(F)(F)F)c1)N1Cc2ccccc2-n2nncc2C1	-1	2	5	-1	-13	0	8	-9	1	-1
CC1CC(C)CN(CC(=O)c2ccc(OC(F)F)cc2)C1 (stereo not drawn)	0	5	3	-3	13	3	-2	-7	2	3
COC(=O)C1=C(c2ccc(-c3ccccc3)c(F)c2)C[C@@H]2CC[C@H]1N2C(=O)NCCO	5	-1	-4	1	9	5	4	4	-5	7
COc1cc(CCN)c(OC)cc1C	-4	2	9	0	6	0	0	2	1	-9
CNC(C(=O)c1ccccc1)C(OC)c1ccccc1 (stereo not drawn)	-2	0	-4	-4	-6	-1	4	-3	10	-10
CCc1c(C(=O)NN2C(=O)C3C4CCC(O4)C3C2=O)csc1C (stereo not drawn)	0	6	-10	1	26*	2	1	-4	-7	5
CC(C)(CN)CC(=O)O	1	3	3	2	-4	-3	9	-1	1	6
C=C1C(=O)OC2CC3(C)OC3CCC(C)=CC(OC(C)=O)C12 (stereo not drawn)	4	-4	-2	2	-13	3	3	-7	-2	7
CCn1c(C)c(C(=O)O)c2cc(OC)ccc21	-6	-8	0	-3	-2	-6	-5	1	0	8
COc1ccc2[nH]c3c(c2c1)CCNC3	-16	-7	-15	-3	17	-24	7	8	6	-21
CCOC(=O)c1cc2ccccc2n1C1CCN(Cc2ccccc2)CC1	6	0	-7	2	-5	4	-5	-4	5	6
COc1ccc(CCNCC2CCCO2)cc1 (stereo not drawn)	1	2	12	-1	-11	-7	2	6	-2	-8
CCOc1cccc(CNCCc2c(C)[nH]c3ccc(OC(F)(F)F)cc23)c1O	6	9	-3	3	7	3	-1	1	4	4
COc1cccc(Oc2c(C)oc3cc(OC(=O)N(C)C)ccc3c2=O)c1	-1	0	-17	0	-5	-5	-1	12	-5	-3
O=C1NC(=O)C(=Cc2ccsc2)C(=O)N1	2	3	5	-2	11	-5	0	4	1	1
Cc1cc(C)cc(N2C(=O)NC(=O)/C(=C\c3cccn3-c3ccc(Cl)cc3)C2=O)c1	-5	-21	1	-2	-10	-7	-6	7	2	2
COc1c(C)cc(C(=O)C2CCCN(Cc3cnc(C)s3)C2)cc1C (stereo not drawn)	5	4	-9	1	9	3	-6	-8	5	15
O=C1NC(=O)C(=Cc2ccc3ccccc3c2)C(=O)N1	-3	1	5	-5	-3	-8	-2	-1	7	2
COc1cc(CN2CCN(c3cc(C)ccc3C)CC2)ccc1O	0	6	-5	-2	-3	0	1	-1	6	5
CCOC(=O)[C@]12Cc3cc(OC)ccc3[C@H]1N(C)C(=O)c1cc(OC)ccc12	-1	-4	0	-4	-1	0	10	12	0	-7
COCCCNC(=O)c1c(NC(=O)c2ccccc2Cl)n(Cc2ccccc2)c2nc3ccccc3nc12	-15	2	-10	-7	4	-22	-1	7	-3	-31
CC1c2ccccc2-n2nncc2CN1CC1CCCCC1 (stereo not drawn)	0	-3	10	-3	6	-3	2	3	-3	-2
BrCC(Br)(Br)Br	1	6	-1	-5	11	0	0	-2	-5	-12
Cc1cccc(OP(=O)(Oc2ccccc2)OC(c2ccccc2)C(F)(F)F)c1 (stereo not drawn)	-1	6	0	2	-2	2	0	3	2	12
OC1C2CN3CN(C2)CC1(c1ccccc1)C3 (stereo not drawn)	3	1	-9	-3	9	-3	2	9	4	-5
COC(=O)C1=C(c2cc3ccccc3s2)C[C@@H]2CC[C@H]1N2C(=O)NCc1cccc2ccccc12	7	-11	2	5	14	1	-6	14	0	12
OCC(Br)CBr (stereo not drawn)	2	3	-16	-5	3	-4	-4	7	0	-26
c1cncc(CNC2=NCCCCC2)c1	4	3	-3	2	2	0	-4	5	-4	-8
CC1=C2C3OC(=O)C(C)C3CC[C@@]2(C)C=CC1=O (stereo partly drawn)	0	-3	3	-2	-1	3	4	5	2	0
CCOc1ccccc1-n1c(O)c(C=Nc2c(C)n(C)n(-c3ccccc3)c2=O)c(=O)[nH]c1=O	-3	5	-12	5	6	-5	-3	-1	-6	-2
Clc1cnc(Oc2ccc(Oc3ncc(Cl)cc3Cl)cc2)c(Cl)c1	-1	5	6	-4	5	1	1	3	3	-5
COc1cc2c(c(OC)c1OC)-c1ccc(O)cc1C(NC(C)=O)CC2 (stereo not drawn)	4	4	6	-3	-3	2	1	-4	-3	-9
O=c1[nH]c(=O)n(-c2ccc(Br)cc2)c(O)c1C=NCCN1CCCCC1	2	-4	3	-3	-10	-5	5	8	-2	-11
CN(C)CCCNCC(=O)Nc1ccc(Cl)cc1C(=O)c1ccccc1	-6	-3	9	-4	9	-8	-8	2	1	-12
Cc1cc(/C=C2\C(=O)NC(=O)N(c3ccccc3)C2=O)c(C)n1-c1ccc(C(=O)O)c(Cl)c1	-17	7	18	-8	-4	-27	-3	1	-2	-25
CCCCCCCn1c(=O)c(C(=O)Nc2cnccn2)c(O)c2ccccc21	0	6	3	-5	-1	0	-10	6	-2	4
Cn1c(O)c(C2=NN(C(=O)CCl)C(c3ccccc3)C2)c(=O)n(C)c1=O (stereo not drawn)	-2	4	12	-1	1	-3	2	11	-9	2
Nc1c(C(=O)NCCN2CCOCC2)c2nc3ccccc3nc2n1Cc1ccco1	i	-5	-10	i	10	i	0	1	2	i
CN(CCCCC(=O)/C=N/O)Cc1ccccc1 (tested in a mixture with another compound)	4	9	-2	1	-18	3	-4	12	1	0
